PglD inh = blocks C. jejuni PglD acetyltransferase activity; purified PglD enzyme, DTNB colorimetric CoA detection; actives 0.098% (n = 360,000); inhibition, % at 12.5 µM; in the data active = inhibition above about 16%, passing the limit was not always enough; also: strong numbers were not always called active
An asterisk follows results filed as active. An excerpt (hit frequency here may not be typical).

structure	PglD inh
CSc1nc(N)c(C#N)c(-c2ccccc2Cl)c1C#N	-1
Cc1cccc(OCCC(=O)NCC(c2ccco2)N2CCCCC2)c1 (configuration not stated)	5
COc1cccc(OCCNC(=O)c2cccc(OC)c2)c1	2
O=C(CCCSc1ccc(Cl)cc1)Nc1ccccc1O	-6
CCN(Cc1ccccc1)C(c1ccc(Cl)cc1)c1nnnn1C(C)(C)C (configuration not stated)	8
CCOC(=O)C(C(=O)OCC)C1CS(=O)(=O)CC1C(C(=O)OCC)C(=O)OCC (configuration not stated)	5
COc1ccc(-c2cn3c(C)c(C(=O)N4CCc5ccccc5C4)sc3n2)cc1	0
NC(=O)C1CCN(c2nc(-c3ccccc3)nc3ccccc23)CC1	2
Cc1ccc(-c2c3c(=O)n(C)c(=O)n(C)c3cn2CCCN2CCOCC2)cc1	-2
Cc1cc(N2CCN(C)CC2)nc2ccc(NC(=O)c3ccc4c(c3)OCO4)cc12	1
CC1(C(=O)NS(=O)(=O)C2CC2)CCCN(C(=O)COc2ccccc2)C1 (configuration not stated)	4
COc1cc(N2CCC(O)CC2)ccc1Nc1nnc(Cl)c(Nc2ccccc2S(C)(=O)=O)n1	0
CC(=O)c1ccc(NC(=O)N[C@@H](CC(C)C)C(=O)O)cc1	5
C=CCOc1ccc(C2OC34CCCCC3C(C#N)(C#N)C2(C#N)C(=N)O4)cc1 (configuration not stated)	4
N#CNc1nc(O)cc(=O)[nH]1	9
COc1cccc(-c2nnc(SCC(=O)OC(C)C)n2N)c1	0
CC(=O)CCS(=O)(=O)c1ccc(Oc2ccc(S(=O)(=O)CCC(C)=O)cc2)cc1	-3
c1ccc(CCc2nc(-c3ccccn3)no2)cc1	0
CC(C)=CCCC(C)NC(=O)NC1CCCCC1 (configuration not stated)	1
COCCNC(=O)C1CCCN(Cc2ccccc2-c2ccccc2)CC1 (configuration not stated)	-5

Among those listed so far, these have sulfur.
structure	PglD inh
CSc1nc(N)c(C#N)c(-c2ccccc2Cl)c1C#N	-1
O=C(CCCSc1ccc(Cl)cc1)Nc1ccccc1O	-6
CCOC(=O)C(C(=O)OCC)C1CS(=O)(=O)CC1C(C(=O)OCC)C(=O)OCC (configuration not stated)	5
COc1ccc(-c2cn3c(C)c(C(=O)N4CCc5ccccc5C4)sc3n2)cc1	0
CC1(C(=O)NS(=O)(=O)C2CC2)CCCN(C(=O)COc2ccccc2)C1 (configuration not stated)	4
COc1cc(N2CCC(O)CC2)ccc1Nc1nnc(Cl)c(Nc2ccccc2S(C)(=O)=O)n1	0
COc1cccc(-c2nnc(SCC(=O)OC(C)C)n2N)c1	0
CC(=O)CCS(=O)(=O)c1ccc(Oc2ccc(S(=O)(=O)CCC(C)=O)cc2)cc1	-3

(cont.)
structure	PglD inh
COc1ccc2[nH]c(=O)c(CN(C)C(=O)c3ccncc3)cc2c1	-2
COc1ccc(CN2CC(C(=O)N3CCOCC3)CC2=O)cc1 (configuration not stated)	-4
C(=N\Nc1ccccc1)/c1ccc(N2CCOCC2)cc1	-2
c1ccc(Cn2ncc3c(N4CCOCC4)ncnc32)cc1	-1
O=C1CCCC(O)=C1C=NCCc1ccccc1	-5
CCOC(=O)[C@H]1[C@H]2COc3ccc(Cl)cc3[C@@H]2N2C(=O)[C@H](C)NC(=O)[C@@]12C	1
CCCN(C(=O)c1ccco1)c1nnc(-c2ccncc2)s1	-1
CN(C)c1ccc(C2C3=C(CCCC3=O)OC3=C2C(=O)CCC3)cc1	4
Cc1ccc(C)n1-n1c(C)nc2scc(-c3cccs3)c2c1=O	3
Cc1nc2ccc(S(=O)(=O)N(C)CC(=O)N3CCc4ccccc43)cc2s1	4
Cc1cc(OCC(=O)Nc2ccccc2F)nc(C(C)C)n1	-2
CCOC(=O)c1snc2c(=O)[nH]cnc12	-2
OCCNc1ccc(Cl)cc1	-6
Cc1ccc(C(=O)CSc2nnc(-c3cccnc3)n2N)cc1	-1
Cc1cc(C(F)(F)F)c2c(C)nn(CCc3nn[nH]n3)c2n1	4
CCCCC(=O)N(C)c1c(CC)nc2c(OCC=C(C)C)cccn12	5
CCNc1nc2c(c(=O)n(Cc3ccccc3)c(=O)n2C)n1Cc1ccccc1	0
O=C(OCc1nnc(-c2ccccc2)o1)c1cc(=O)c2ccccc2o1	0
CCNC(=O)C1(C)CCCN(CCOc2ccc(Cl)cc2)C1 (configuration not stated)	3
Cc1ccc(N2C(=O)CSCC2=O)cc1	0

Pulled by compound from the list above:
structure	PglD inh
Cc1ccc(C(=O)CSc2nnc(-c3cccnc3)n2N)cc1	-1
Cc1cc(C(F)(F)F)c2c(C)nn(CCc3nn[nH]n3)c2n1	4
CCCCC(=O)N(C)c1c(CC)nc2c(OCC=C(C)C)cccn12	5
O=C1CCCC(O)=C1C=NCCc1ccccc1	-5

(more compounds)
structure	PglD inh
COc1ccc(C/C(=N\OC(C)=O)c2ccc(OC)cc2)cc1	1
CC1CC(C)CN(S(=O)(=O)c2ccc3c(c2)CCN3C(=O)CCC(=O)O)C1 (configuration not stated)	-4
CC1CCCCN1CCNC(=O)CN1C(=O)COc2ccccc21 (configuration not stated)	-5
CCc1nnc(NC(=O)C2CCCN(c3nc(C)cc(C)n3)C2)s1 (configuration not stated)	0
COc1ccc(C(=S)N2CCN(C)CC2)cc1Br	-1
COc1ccccc1CNC(=O)CCc1nc2ccccc2c(=O)[nH]1	6
CCn1c(=O)c2sccc2n(Cc2ccccc2)c1=O	-5
O=C(Nc1ccc2ncccc2c1)c1ccccc1Br	2
CN(C)S(=O)(=O)c1cccc(NC(=S)Nc2cc(Cl)cc(Cl)c2)c1	1
Cc1ccc(OCC(=O)Nc2ccccc2-c2ccccc2)cc1	2
c1ccc(-[n+]2nc(Nc3cccc4ccccc34)sc2-c2c3ccccc3cc3ccccc23)cc1	-3
COC(=O)c1[nH]c(C)c(/C(O)=C2\C(=O)C(=O)N(CCN(C)C)C2c2ccc(C)o2)c1C (configuration not stated)	-1
O=C(CSc1nnc(COc2ccccc2)n1-c1ccccc1)c1cccs1	1
CCOc1ccc(-c2cccc(NC(=O)COc3ccccc3)c2)nn1	2
NC(=O)c1cccc(-c2cnc(N)c(C(=O)c3cccnc3)n2)c1	-6
CC(C)=CCC/C(C)=C/CNC(=O)C[C@H]1C[C@H](C(=O)N2CCCCC2)[C@@]2(C)c3[nH]c4cc(CCC(=O)N(C)C)ccc4c3CCN2C1=O	-4
C#CCOCCOCCOCCNc1nc(N2CCN(C(=O)[C@H]([C@@H](C)CC)n3cc([C@@H](N)Cc4ccc(O)cc4)nn3)CC2)nc(N2CCN(C(=O)[C@H](Cc3cc4ccccc4[nH]3)n3cc([C@@H](N)CC(C)C)nn3)CC2)n1	-7
Cc1c(C(=O)c2no[n+]([O-])c2C(=O)c2cnn(C)c2C)cnn1C	5
O=C1Nc2cccnc2Sc2ccccc21	0
O=C(CSc1nc2ccncc2[nH]1)Nc1ccccc1C(F)(F)F	4

Carrying on.
structure	PglD inh
Cc1ccc(-c2nc(COC(=O)c3c(C)noc3C)cs2)cc1	0
COc1ccc(CCNC(=O)CSc2nnnn2-c2ccccc2)cc1	-4
Cn1c(=O)[nH]c(=O)c2c1nc(Br)n2CCSc1nc2ccccc2o1	-1
CC(C)COc1ccc(C(=O)Nc2ccc(NC(=O)c3ccco3)cc2)cc1	-122
CCCCn1nnc(NC(=O)c2ccco2)n1	2
COc1ccc(-c2nc(CS(=O)CC(=O)NCc3ccccn3)c(C)o2)cc1 (configuration not stated)	-3
CN1CC(=O)NC1=NC(=O)C12CC3CC(CC(C3)C1)C2	-4
COc1ccc(CNc2oc(COc3ccc(Cl)cc3)nc2C#N)cc1	-1
CC(C)(C)OC(=O)NCc1ccc(NC(=O)c2nc[nH]c2C(=O)NCCNC(=O)c2[nH]cnc2C(=O)Nc2ccc(CNC(=O)OC(C)(C)C)cc2)cc1	0
CCCCSc1cc(=O)n(-c2ccccc2)nc1C(=O)OCC	1
COc1ccc(C2CC(C(F)(F)F)n3ncc(C(=O)NCC4CCCO4)c3N2)cc1OC (configuration not stated)	3
O=C(O)c1cc2c(ccc3ccccc32)[nH]1	-10
COc1ccccc1NS(=O)(=O)c1cccc(C(=O)NC2CCN(Cc3ccccc3)CC2)c1	-3
COc1ccc(C(=O)NCCN2CCOCC2)cc1OC	-2
COc1ccc(/C=C/c2c(-c3ccc(OC)cc3)sc3ccc(N4CCOCC4)cc23)cc1	0
Cn1ccnc1SCC(=O)Nc1ccc(Br)cc1C(F)(F)F	-5
COc1cc(OC)cc(C(=O)Nc2cc(NC(=O)c3ccco3)ccc2OC)c1	7
COc1ccc(-c2cc(C(F)(F)F)nc(SCC(=O)Nc3cc(C)on3)n2)cc1	-10
CC1CCCN(CCCNC(=O)c2coc3nc4ccccc4nc23)C1 (configuration not stated)	4
CCn1c(COc2cccc(C)c2)nnc1SCC(=O)Nc1cccc(C(=O)OC)c1	0

Next section
structure	PglD inh
COC(=O)c1ccc(C(NC(=O)OCc2ccccc2)/C(C)=C/[C@@H](C)C(=O)NCc2ccc(-c3ccccc3)cc2)cc1 (some centres not stated)	1
O=C(COc1ccc(Cl)cc1)Nc1ccc(C(=O)NCc2cccnc2)cc1	1
Cc1cc(NCCNC2=CC(=O)CCC2)nc2ccccc12	6
CC1CCCN(C(=O)Cn2nnc(-c3ccc(N(C)C)cc3)n2)C1 (configuration not stated)	-7
Cc1ccc(NC(=O)c2oc3ccccc3c2NC(=O)c2ccc3c(c2)OCO3)cc1	-7
Cc1nc2c(Br)c3nc(C(F)(F)F)[nH]c3c(Br)c2[nH]1	-5
CCn1c(SCC(=O)N2CCCc3ccccc32)nc2c1c(=O)n(C)c(=O)n2C	8
Cn1c(=O)c2nnn(/N=C(\c3ccccc3)C3CC3)c2n(C)c1=O	-8
Cc1cc(N)n2nc(-c3ccccc3)c(-c3ccccc3)c2n1	5
COc1ccc(OC)c(NC(=O)c2sc3ncnc(N4CCN(c5ccccn5)CC4)c3c2C)c1	10
COc1ccc(C2/C=C\CN(S(=O)(=O)c3ccc(C)cc3)[C@H](Cc3ccccc3)C(=O)N2Cc2ccc(F)cc2)cc1 (some centres not stated)	-12
CCCS(=O)(=O)N1CCC(C(=O)N2CCCC2)CC1	-3
C=CCc1ccc(OCCOCCNCCOC)c(OC)c1	3
c1coc(-c2nc(-c3ccncc3)no2)c1	-1
CC(C)CCNC(=O)CSc1nc2ccccc2c(=O)[nH]1	-3
O=C(NCc1ccc2c(c1)OCO2)c1cc2ccccc2oc1=O	4
CC1CCN(c2oc(Cc3cccc4ccccc34)nc2C#N)CC1	1
CCOC(=O)Nc1cc(C)c(Cl)cc1OC	1
CC[C@H](C)[C@H](NS(=O)(=O)c1ccc(C)cc1)C(=O)N1CCC(C(=O)N[C@@H](C)C(=O)O)CC1	-5
CCN(CC)S(=O)(=O)c1cc(C)c(C)cc1Br	-5

Remaining list, next part
structure	PglD inh
COC(=O)C1=C(C(=O)OC)[C@@H]2N(C)c3ccccc3[C@@]23C[C@@H](C(=O)OC)N(C(=O)COCc2ccccc2)C3=N1	4
CCc1c(C(=O)NCCc2ccc(OC)c(OC)c2)[nH]c(C)c1C(C)=O	1
COC(=O)Cn1cnc2c(cnn2-c2ccc(C)cc2)c1=O	10
CC(=O)Nc1ccc(NC(=O)CCn2c(=O)oc3ccccc32)cc1	-4
CCN1CCCC1CN(Cc1cc2cc(OC)ccc2[nH]c1=O)C(=O)NCc1ccccc1 (configuration not stated)	1
CCC(NC(=S)NC1CCCCC1)c1ccc(C)cc1 (configuration not stated)	3
COc1ccc(S(=O)(=O)N2CCC(C(=O)N3CCOCC3)CC2)cc1	2
Cc1ccc(NC(=O)c2cc(NC(=O)C3CC=CCC3C(=O)O)ccc2N2CCOCC2)cc1 (configuration not stated)	8
CCCCCn1c(-c2ccco2)nc2nc3ccccc3nc21	5
COc1ccc(CSc2nnc(C)n2N)cc1Br	2
COc1ccc(-c2c/c(=N\c3nc(-c4ccccc4)c(C)s3)c3ccccc3o2)cc1O	-2
CC12CC3(C)CC(C)(C1)CC(C(=O)NC1=NCCS1)(C2)C3	-1
CC(N=Cc1cccc(O)c1O)c1ccccc1 (configuration not stated)	2
CC(=O)OCCCN1c2ccccc2Nc2nnc(-c3ccccc3)cc21	-9
COc1cc(C(=O)Nc2ccc3c(c2)OCCO3)ccc1-n1cnnn1	-2
O=C(O)CC1NC(=O)N(c2ccc(Cl)cc2)C1=O (configuration not stated)	6
COc1ccc(C(=O)N2CCN(c3ncccn3)CC2)cc1	8
CCOC(=O)c1cc(S(=O)(=O)NC2CCN(C(=O)OCC)CC2)cn1C	-1
Cc1nc2ccccn2c1C(=O)NCCCN1CCOCC1	5
O=c1cc(N2CCC3(CC2)OCCO3)[nH]c(=O)n1C1CCCCC1	2

The listing continues:
structure	PglD inh
CN(C)CCC(=O)c1ccc2c(c1)OCO2	-5
CCN(CC)S(=O)(=O)c1cccc(C(=O)Nc2ccc(C#N)cc2)c1	-2
CC(C)[C@H](NC(=O)c1cccc(S(=O)(=O)N2CCCC2)c1)c1nc2ccccc2[nH]1	6
O=C1NCCN1C(=O)N(c1ccccc1)c1ccccc1	7
C#CCOCCOCCOCCNc1nc(N2CCN(C(=O)CCCCCCCCCCNC(=O)[C@H]([C@@H](C)CC)n3cc(CCCCCN)nn3)CC2)nc(N2CCN(C(=O)CCCCCCCCCCNC(=O)[C@H](CO)n3cc(CCCCCN)nn3)CC2)n1	5
COc1cccc(NC(=O)N2CCN(c3ccc(C(F)(F)F)cn3)CC2)c1	0
COc1ccc(N(C(=O)c2ccco2)C(C(=O)NC2CCCC2)c2ccc(N(C)C)cc2)cc1 (configuration not stated)	2
CCOC(=O)CSc1nnc(-c2ccoc2C)n1-c1ccc(OCC)cc1	-8
O=C(O)CCn1ccnc1-c1ccccc1	5

From PubChem
